Compound activity as filed in PubChem.
NR2E3 ag-1 – agonists of human NR2E3 nuclear receptor; AID 602229; Q9Y5X4; CHO-S Gal4-NCOR/VP16-NR2E3 two-hybrid, luciferase; inhibition of corepressor binding, % at 3.98 µM; 360,000 tested, 0.35% active;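 active means inhibition above the mean of all tested compounds plus 3 SD, cut at about 70% in these data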;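 further: 0% = DMSO with NR2E3 transfected cells and 100% = cells lacking NR2E3 construct; higher means lower luciferase signal from less NR2E3 corepressor binding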
Target sequence (Q9Y5X4 whole entry, looked up, the tested form may be a part): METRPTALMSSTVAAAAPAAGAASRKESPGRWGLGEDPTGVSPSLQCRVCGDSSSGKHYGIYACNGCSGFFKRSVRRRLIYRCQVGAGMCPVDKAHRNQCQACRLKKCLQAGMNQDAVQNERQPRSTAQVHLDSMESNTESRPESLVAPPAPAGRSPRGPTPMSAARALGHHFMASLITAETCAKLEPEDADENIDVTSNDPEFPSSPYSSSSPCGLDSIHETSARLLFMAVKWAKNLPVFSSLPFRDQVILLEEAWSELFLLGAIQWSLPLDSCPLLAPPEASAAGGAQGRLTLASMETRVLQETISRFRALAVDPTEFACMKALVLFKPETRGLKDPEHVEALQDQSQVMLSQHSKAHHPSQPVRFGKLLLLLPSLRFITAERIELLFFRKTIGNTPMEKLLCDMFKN
HIF-2a block – blocks HIF-2a reporter activity; 786-0 RCC cells HIF-2a reporter, luciferase luminescence, overnight; inhibition, % at 18.8 µM; 360,000 tested, 0.72% active; AID 624352;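 active means inhibition of the luminescence signal of 40% or more relative to plate controls, in a single-dose primary screen at 18.75 µM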
LMP1 NFkB inh – reduces LMP1-driven NF-kappaB luciferase signal. 350,000 tested, 0.69% active. LMP1-induced NF-kappaB luciferase reporter cells, luminescence. inhibition, % at 12.5 µM. AID 504558; in the data active means inhibition above about 41%;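 further: 0% = neutral control wells and 100% = reference inhibitor control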
Peg3 prom inh – inhibitors of Peg3 promoter; HeLa PEG-Prom luciferase reporter, luminescence, overnight; inhibition, % at 20 µM; 360,000 tested, 1.7% active; AID 588405;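 active means inhibition of at least 50% at 20 µM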
Shn3 inh set2 – inhibitors of Schnurri-3 3'UTR reporter in osteoblasts; inhibition, % at 12.5 µM; 360,000 tested, 0.52% active; AID 588674; Clone20 osteoblast Shn3 3'UTR firefly luciferase, 24 h;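 active means mean inhibition of at least 75% with every replicate also reaching 75%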;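 further: 0% = median of neutral control wells and 100% = pilot-screen positive control compound; some compounds past the cut are filed as inactive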
TRAIL sens C8 – sensitizes caspase-8 expressing cells to TRAIL; NB7+C8 cells + TRAIL, ATPlite viability luminescence; AID 624354; inhibition (viability loss, TRAIL sensitization), % at 10 µM; 360,000 tested, 1% active;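 active means compounds causing at least 50% loss of cell viability in the single-dose screen, relative to plate controls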
KKLEB tox – reduces viability of KKLEB cystic fibrosis airway cells | activity change (cytotoxicity), % at 5 µM | AID 602141 | 360,000 tested, 0.36% active | KKLEB CF airway cells viability, ATPlite luminescence, overnight; hits give low values; cells stimulated with P. aeruginosa culture filtrate;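 active means corrected activity change at or below -50% at 5 µM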
iPSC survival up – enhancers of human iPSC single-cell survival; hiPSC single-cell survival, ATPlite luminescence; 100% = ROCK inhibitor wells, 0% = DMSO; 360,000 tested, 0.044% active; AID 602274; survival enhancement, % at 20 µM; in the data active means survival enhancement above about 18%;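 further: cells exposed to compounds for 16 hours before the ATP read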
MITF TRPM1 inh – inhibitors of MITF-driven TRPM1 promoter in melanoma cells; SK-MEL-5 TRPM1 promoter luciferase, 24 h; inhibition, % at 12.5 µM; 330,000 tested, 0.83% active;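 active means mean inhibition across replicates of 60% or more, whatever share of single replicates reaches that level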; further: values of inactives mirror those of a sister screen read the other way
NR2E3 ag-2 – agonists of human nuclear receptor NR2E3. 320,000 tested, 0.12% active. AID 2300. inhibition of corepressor binding, % at 4.78 µM. Q9Y5X4. GST-NR2E3/biotin-RetCOR TR-FRET, 1536-well;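 active means percent inhibition above the cutoff of mean plus 3 SD of all tested compounds, set per screening campaign, cut at about 20% in these data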;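 further: 0% = DMSO wells and 100% = biotin wells as full block of FRET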
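system = GST-tagged NR2E3 plus biotinylated RetCOR corepressor | input = 1.35 nM GST-NR2E3 | also added = 7 nM biotin-RetCOR | schedule = 5 h incubation at 4 °C | measured by = TR-FRET with europium anti-GST and streptavidin-D2, 340 nm excitation | read-out = percent loss of FRET ratio relative to control wells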
CF NFkB block – blocks PAF-induced NF-kB reporter in cystic fibrosis cells; KKLEB NF-kB-GFP reporter, GFP fluorescence overnight; inhibition, % at 5 µM; 360,000 tested, 0.86% active; AID 588850;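 active means at least 50% inhibition at 5 µM, scaled per plate between neutral and stimulator controls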;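 further: PAF is a Pseudomonas aeruginosa culture filtrate used as stimulus; plate controls were PAF-stimulated DMSO wells for no effect and unstimulated DMSO wells for full effect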
Starred values were filed as active, the others as inactive; x = not tested or not shown; & = joins results of further samples. These rows are one share of the data, so the mix of outcomes need not match the whole.

mol | NR2E3 ag-1 | HIF-2a block | LMP1 NFkB inh | Peg3 prom inh | Shn3 inh set2 | TRAIL sens C8 | KKLEB tox | iPSC survival up | MITF TRPM1 inh | NR2E3 ag-2 | CF NFkB block
NCCCC(=O)OC1N=C(c2ccccc2Cl)c2cc(Br)ccc2NC1=O (stereo unspecified) | -40.2 | 16.1 | -5.9 | 8.0 | -11.6 | -9.5 | -1.6 | 0.7 | 4.0 | 1.4 | -4.2
COCCNC(=O)Cn1cc(C=C2C(=O)NC(=O)NC2=O)c2ccccc21 | 8.8 | 10.2 | -1.7 | 6.3 | -1.7 | 10.1 | 5.8 | 0.3 | 3.9 | -0.2 | 1.4
COC(=O)C1=C(c2cc3ccccc3o2)C[C@@H]2CC[C@H]1N2C(=O)NCCNC(C)=O | -11.6 | 6.6 | -5.6 | 3.3 | -14.0 | -9.3 | -8.6 | -1.4 | -3.2 | -3.2 | 7.4
O=C(NCCCN1CC1)Nc1cccc2ccccc12 | 23.8 | 10.9 | -6.8 | -8.8 | -19.8 | -15.6 | 10.4 | -1.2 | 2.5 | x | -6.0
Fc1ccc(CCNCc2cccc(Cl)c2)cc1 | -14.0 | 11.4 | -2.4 | 0.9 | -1.6 | -0.8 | -3.1 | -1.3 | 4.2 | 2.8 | 6.1
Cc1ccc2c(c1)N(C(=O)CCC(=O)N1CCC3(CC1)OCCO3)CCO2 | 5.8 | 1.8 | -1.5 | -0.1 | -13.7 | -9.4 | -1.6 | -0.2 | -5.8 | 3.4 | -7.8
CCOc1ccc2nc(N3CCC(C(=O)N4CCC5(CC4)OCCO5)CC3)sc2c1 | -88.5 | -148.6 | 0.0 | -109.7 | -14.4 | 15.9 | -14.1 | -0.3 | -29.7 | 2.0 | -2.9
Cc1ccc(N2C(=O)NC(=O)/C(=C\C=C\c3ccco3)C2=O)cc1 | -5.7 | 42.2* | 2.1 | 46.7 | 71.3 | 7.1 | -5.5 | -0.3 | 101.8* | 0.5 | 52.1*
CCOc1ccccc1N=C1SCCCN1C | -24.4 | 18.8 | 8.6 | 0.5 | 4.3 | -4.2 | -17.2 | 0.6 | -2.7 | -1.5 | 12.1
O=c1[nH]c2ccccc2n1C1CCN(C(c2ccnc3ccccc23)c2nnnn2-c2ccc3c(c2)OCCO3)CC1 (stereo unspecified) | 18.6 | -19.2 | x | 61.6* | 2.7 | -4.2 | -70.1* | 0.1 | x | x | 77.4*
FC(F)(F)C1=NC(C(F)(F)F)=NP(N2CCOCC2)(N2CCOCC2)=N1 | -5.0 | -0.3 | -1.2 | 4.8 | -2.5 | 35.0 | -2.9 | -1.2 | 18.9 | 3.0 | -0.9
COc1ccc(C2=NS(=O)(=O)N(C)C(C(=O)N3CCC4(CC3)OCCO4)=C2)cc1OC | -14.1 | 5.6 | 7.5 | 6.8 | 26.9 | 0.9 | -9.8 | 0.3 | 5.6 | -0.9 | -13.0
O=C(O)C12C3CCCC1C32c1ccccc1 (stereo unspecified) | -3.8 | 22.2 | 1.3 | 7.8 | -17.0 | 18.6 | 10.0 | -1.4 | 4.4 | 1.3 | 4.1
O=c1[nH]c(=S)n(-c2ccc(F)cc2)c(O)c1/C=N/N1CCOCC1 | -16.6 | 11.8 | 2.3 | 20.6 | x | -6.5 | 9.4 | -0.3 | 3.2 | 4.8 | -19.0
COC(=O)c1ccc(N2CCN(C)CC2)c([N+](=O)[O-])c1 | -18.6 | 4.6 | 7.6 | -6.5 | 1.2 | -2.4 | -4.9 | 1.8 | -1.7 | -4.9 | 22.2
CN1CCCC1C(O)(c1ccccc1)c1ccccc1 (stereo unspecified) | -25.1 | -12.3 | 4.3 | -0.8 | -11.5 | 3.8 | -11.9 | -3.3 | -4.7 | 0.1 | 12.8
O=C(CN1CCN(Cc2cccc(Cl)c2)C1=O)N1CCC2(CC1)OCCO2 | 1.6 | 8.9 | -6.3 | -1.0 | 4.4 | -15.0 | 6.9 | -0.8 | -3.9 | -2.1 | -2.8
O=C1NC(=O)C(=Cc2ccc(-c3ccc(F)cc3O)o2)C(=O)N1 | 8.8 | 48.1* | 5.0 | 8.5 | 18.4 | 3.2 | -5.0 | -3.1 | 46.3 | 4.3 | 39.3
CCN(CC)C(=O)c1ccc(NC(=O)COc2ccc(-c3nn(C)c(=O)c4ccccc34)cc2)cc1 | 7.7 | 17.1 | 15.2 | 5.5 | 30.0 | -1.5 | 0.2 | 0.4 | 37.8 | 2.4 | -17.5
C=CCn1cc(C=C2C(=O)NC(=O)NC2=O)c2ccccc21 | -14.9 | 18.6 | 1.5 | 8.0 | -31.7 | -9.6 | -13.8 | 0.7 | 9.4 | -0.5 | 26.0
C[C@]12CCC3C(CC[C@H]4C[C@H](O)CC[C@]34C)C1C[C@@H](CCCCl)[C@@H]2O (stereo partly specified) | -38.7 | 10.5 | x | -14.1 | 7.4 | -17.2 | -1.7 | 1.5 | x | x | 14.1
Oc1ccc(Cl)cc1CN1CCN(Cc2ccccc2)CC1 | 24.4 | 11.3 | 0.7 | 15.9 | -23.8 | 3.0 | -6.9 | -2.3 | 6.2 | -5.4 | 8.0
O=C(Nc1ccc(C(F)(F)F)cc1)OC1CN2CCC1CC2 (stereo unspecified) | -3.7 | -38.7 | -29.3 | -27.1 | -57.7 | 4.2 | -2.0 | -0.1 | -27.4 | -4.2 | 12.0
O=S(=O)(c1ccc(Cl)cc1Cl)N1CCCC1c1cccnc1 (stereo unspecified) | -8.6 | 19.5 | -4.9 | 5.5 | 8.5 | 6.0 | -1.4 | -0.2 | -4.2 | -2.1 | -3.2
Cc1nnc(SCc2nc3ccccc3c(=O)n2-c2ccccc2Cl)n1N | 6.0 | 8.4 | 1.5 | 6.3 | 10.9 | -2.4 | 5.8 | -0.7 | -5.9 | 0.3 | -9.1
CCOC(=O)Cn1cc(C(=O)c2ccccc2)c2ccccc21 | -20.7 | 9.8 | 0.2 | -0.7 | -75.1 | 3.2 | 4.1 | 0.3 | 1.6 | 2.1 | -15.6
N=C1c2ccccc2CN1c1ccc(F)c([N+](=O)[O-])c1 | -0.6 | 7.0 | 1.2 | 1.0 | 9.3 | -17.7 | -11.1 | -0.5 | 3.1 | 4.7 | 25.5
Cc1nn(Cc2ccccc2)c(Cl)c1C(=O)Nc1ccc(OC(F)(F)F)cc1 | 5.0 | 11.5 | 0.6 | 3.3 | 29.9 | 26.2 | 10.7 | -1.0 | -0.2 | -0.4 | -5.0
COc1cc(CCN)ccc1O | 4.8 | -25.3 | -20.2 | -25.8 | -7.3 | -10.4 | -0.3 | 4.0 | 3.4 | 0.6 | 1.1
COc1ccc(C(=O)C2CCCN(CCO)C2)c(C)c1 (stereo unspecified) | -11.9 | 18.6 | 3.2 | 16.1 | 5.0 | 2.4 | 8.8 | -0.5 | 8.8 | 4.5 | -22.9
CC[N+](C)(CC)CCCCOc1ccc2c(c1)C(=O)c1cc(OCCCC[N+](C)(CC)CC)ccc1-2 | -3.2 | 21.9 | -4.4 | 11.6 | -5.7 | -7.3 | 4.9 | -0.6 | 3.3 | 0.9 | -6.2
C=CCn1c(O)c(C(CC)=Nc2ccc(N(C)C)cc2)c(=O)[nH]c1=O | -2.9 | 1.3 | 3.1 | 6.4 | 20.7 | 12.5 | -10.0 | 1.5 | 9.0 | -0.2 | 8.0
COc1ccc(CCNCc2ccc(F)cc2)cc1OC | -22.4 | 11.0 | -9.3 | 8.1 | -3.5 | 0.2 | -13.6 | 6.6 | -14.2 | 1.6 | 3.2
CCN1C(=O)/C(=C/c2ccc3c(c2)CCN3CCCCl)C(=O)NC1=S | -14.7 | 14.1 | 3.2 | 8.3 | -7.7 | -5.1 | -5.4 | 1.2 | 2.8 | 1.6 | -18.2
O=C(CCC(=O)N1CCC2(CC1)OCCO2)Nc1nnc(C2CCCCC2)s1 | -2.4 | 0.6 | -2.5 | -2.1 | -24.2 | -7.1 | 5.3 | -0.7 | -1.7 | 4.7 | 7.0
CC(C)CNC(=O)c1c(N)n(Cc2ccc3c(c2)OCO3)c2nc3ccccc3nc12 | -34.4 | 7.4 | -0.7 | 32.1 | 8.9 | 1.0 | -18.5 | 4.0 | -3.7 | 7.5 | 17.1
C=CCn1c(O)c(/C(CC)=N/NC(=S)Nc2ccccc2)c(=O)[nH]c1=O | 3.5 | -7.2 | -4.6 | -8.2 | 25.4 | -8.8 | 3.0 | -0.5 | 8.2 | -3.8 | -5.1
COc1cccc(NP(=O)(Oc2ccccc2)Oc2ccccc2)c1 | -40.8 | 20.9 | 1.3 | 38.4 | 0.5 | -12.3 | -10.3 | -1.0 | 15.7 | -0.7 | 26.0
CC(C)CN1Cc2cc(-c3ccccc3)ccc2-n2nncc2C1 | -35.2 | -59.4 | x | -27.7 | -8.4 | -5.9 | -1.1 | 1.4 | x | x | -18.9
CC12CC[C@H]3[C@@H](CCC4(O)C[C@H](O)CCC34/C=N/NC(=O)Cc3ccccc3)C1(O)CCC2C1=CC(=O)OC1 (stereo partly specified) | -14.8 | 2.2 | -0.5 | 18.8 | -5.2&0.8 | 9.2 | 5.0 | 1.8 | 1.9 | 2.1 | 8.7
COc1ccc(CCNCc2ccncc2)cc1 | 23.8 | 8.3 | -1.6 | -4.6 | -3.9 | 3.3 | -3.1 | 2.5 | -3.9 | 5.8 | 2.6
O=C(Cn1ncc2ccccc21)N1CCC2(CC1)OCCO2 | -12.6 | -6.2 | -6.9 | -1.2 | 11.5 | -6.3 | 6.7 | 3.2 | 2.3 | -0.5 | 4.6
CC(C)(C)c1ccc(CN2C(=O)CN=C(c3ccccc3)c3ccccc32)cc1 | 12.6 | -4.9 | -0.8 | 30.9 | 65.9 | 11.4 | -18.5 | -0.9 | 8.8 | -0.1 | 17.2
CCOC(=O)c1c(N)n(Cc2ccco2)c2nc3ccccc3nc12 | -6.1 | 9.0 | -5.0 | 12.2 | 13.1 | 4.8 | 5.8 | 1.2 | 0.8 | -0.8 | -13.3
O=C(O)C1C2c3ccccc3C(=O)C1(C(=O)O)c1ccccc12 (stereo unspecified) | -16.1 | 0.7 | 1.9 | 2.0 | -1.3 | 0.7 | 9.9 | -0.2 | 1.1 | x | -11.7

In another format: 2 of the compounds above.
Results follow in this order: NR2E3 ag-1, HIF-2a block, LMP1 NFkB inh, Peg3 prom inh, Shn3 inh set2, TRAIL sens C8, KKLEB tox, iPSC survival up, MITF TRPM1 inh, NR2E3 ag-2, CF NFkB block
COc1cccc(NP(=O)(Oc2ccccc2)Oc2ccccc2)c1
    -40.8, 20.9, 1.3, 38.4, 0.5, -12.3, -10.3, -1.0, 15.7, -0.7, 26.0
C=CCn1c(O)c(C(CC)=Nc2ccc(N(C)C)cc2)c(=O)[nH]c1=O
    -2.9, 1.3, 3.1, 6.4, 20.7, 12.5, -10.0, 1.5, 9.0, -0.2, 8.0
